High-throughput results deposited in PubChem by Dana-Farber Cancer Institute and Novartis Institutes for BioMedical Research (Cambridge, Mass).
OTUD3 inh: inhibitors of human OTUD3 deubiquitinase. purified OTUD3, Ub-rhodamine fluorescence, 2 h. inhibition, % at 25 µM. 0.7% of 47,000 active. AID 1645858, 2021
USP17 inh: inhibitors of human USP17 deubiquitinase; purified USP17, Ub-rhodamine cleavage fluorescence, 3 h; 6.5% of 47,000 active; Ubiquitin carboxyl-terminal hydrolase 17-like protein 5 (Homo sapiens), A8MUK1; inhibition, % at 50 µM
USP28 block: inhibitors of human USP28 deubiquitinase; Ubiquitin carboxyl-terminal hydrolase 28 (Homo sapiens), Q96RU2; purified USP28, Ub-rhodamine cleavage fluorescence, 30 min; inhibition, % at 25 µM; 3% of 47,000 active
Target sequence (Q96RU2 whole entry, looked up): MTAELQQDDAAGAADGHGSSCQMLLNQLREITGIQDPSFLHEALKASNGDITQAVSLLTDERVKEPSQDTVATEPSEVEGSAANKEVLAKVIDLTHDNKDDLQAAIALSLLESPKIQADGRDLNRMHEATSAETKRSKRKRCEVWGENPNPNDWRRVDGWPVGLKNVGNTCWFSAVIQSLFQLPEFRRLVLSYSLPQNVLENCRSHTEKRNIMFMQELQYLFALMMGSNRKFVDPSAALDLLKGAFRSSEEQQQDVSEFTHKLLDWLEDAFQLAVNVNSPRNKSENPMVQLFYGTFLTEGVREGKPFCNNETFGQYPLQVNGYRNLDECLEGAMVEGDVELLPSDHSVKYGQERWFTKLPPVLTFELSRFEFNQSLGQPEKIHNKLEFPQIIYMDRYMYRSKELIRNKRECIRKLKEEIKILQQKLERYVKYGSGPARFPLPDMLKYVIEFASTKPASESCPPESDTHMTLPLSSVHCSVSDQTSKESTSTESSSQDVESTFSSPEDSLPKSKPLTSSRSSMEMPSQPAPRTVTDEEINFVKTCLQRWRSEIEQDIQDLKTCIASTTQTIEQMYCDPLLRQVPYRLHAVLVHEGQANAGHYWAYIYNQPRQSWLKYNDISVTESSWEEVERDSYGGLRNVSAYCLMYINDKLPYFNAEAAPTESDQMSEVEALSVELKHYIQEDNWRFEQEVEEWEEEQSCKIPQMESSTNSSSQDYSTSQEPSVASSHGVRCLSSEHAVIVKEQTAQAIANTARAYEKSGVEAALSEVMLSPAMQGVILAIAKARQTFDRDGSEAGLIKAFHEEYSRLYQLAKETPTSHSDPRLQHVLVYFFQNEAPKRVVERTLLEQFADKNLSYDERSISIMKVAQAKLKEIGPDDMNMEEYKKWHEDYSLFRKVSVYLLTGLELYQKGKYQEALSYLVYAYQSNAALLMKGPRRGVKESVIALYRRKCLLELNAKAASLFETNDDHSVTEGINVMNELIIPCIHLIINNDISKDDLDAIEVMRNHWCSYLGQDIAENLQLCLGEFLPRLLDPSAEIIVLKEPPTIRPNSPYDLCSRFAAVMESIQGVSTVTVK
UCHL1 inh: inhibitors of human UCHL1 deubiquitinase; Ubiquitin carboxyl-terminal hydrolase isozyme L1 (Homo sapiens), P09936; purified UCHL1, Ub-rhodamine cleavage fluorescence; inhibition, % at 20 µM; 0.2% of 47,000 active; AID 1645859, 2021
USP10 inh: inhibitors of human USP10 deubiquitinase. AID 1645856, 2021. purified USP10, Ub-rhodamine fluorescence, 60 min. Ubiquitin carboxyl-terminal hydrolase 10 (Homo sapiens), Q14694. 1.1% of 47,000 active. inhibition, % at 20 µM
USP8 block: inhibitors of human USP8 deubiquitinase | Ubiquitin carboxyl-terminal hydrolase 8 (Homo sapiens), P40818 | purified USP8, Ub-rhodamine cleavage fluorescence, 30 min | inhibition, % at 20 µM | 4.2% of 47,000 active
USP7 block: inhibitors of human USP7 deubiquitinase; Ubiquitin carboxyl-terminal hydrolase 7 (Homo sapiens), Q93009; purified USP7, Ub-rhodamine cleavage fluorescence; inhibition, % at 20 µM; 0.3% of 47,000 active
USP30 block: inhibitors of human USP30 deubiquitinase | Ubiquitin carboxyl-terminal hydrolase 30 (Homo sapiens), Q70CQ3 | purified USP30, Ub-rhodamine cleavage fluorescence | inhibition, % at 25 µM | 5.3% of 47,000 active | AID 1645860, 2021
* hit, by the source's call; i = inactive. No stated cut-off is given here; in the data, active means inhibition above about 30%; inactive means the rest.

SMILES	OTUD3 inh	USP17 inh	USP28 block	UCHL1 inh	USP10 inh	USP8 block	USP7 block	USP30 block
COc1cccc(CNC(=O)c2ccc(Cc3c(C)noc3C)o2)c1OC	8.0	-2.6	3.0	-3.0	0.9	-4.0	-3.5	8.8
CC(=O)N1CCn2c(c(C(=O)NCc3nccs3)c3cccnc32)C1	-14.5	-29.1	-19.4	-6.4	-8.1	-71.9	-7.7	-41.5
COc1ccc(CCNC(=O)CCNS(=O)(=O)c2cccc3nsnc23)cc1OC	-0.7	-13.8	-2.7	-2.3	-0.4	-48.4	1.1	3.8
Cn1nc(C2CCN(Cc3cccc4cccnc34)CC2)c2nccnc21	2.2	-3.8	11.1	0.6	0.0	6.0	6.5	-4.6
CCn1nnc2c(N3CCN(c4ccccc4Cl)CC3)ncnc21	5.3	2.3	4.5	2.0	-0.6	-0.1	2.8	4.7
Cc1ccc(CNC(=O)CCc2nnc3c(=O)n(-c4ccc(C)c(C)c4)ccn23)cc1	27.1	32.2*	33.0*	3.6	1.3	41.5*	7.8	40.1*
COc1ccc(N2CCN(C(=O)CCc3c(C)c4c(C)nn(-c5ccccc5)c4n(C)c3=O)CC2)cc1	16.7	12.1	7.9	2.1	0.9	0.1	7.0	26.3
COc1ccc(Nc2nc(NCc3ccccc3)nc3c2cnn3C)cc1	-15.8	31.9*	-0.5	0.8	-0.7	0.3	-0.5	27.7
Cc1ccccc1Nc1nc(N)nc(CN2CCCCC2)n1	-28.4	-10.3	-29.4	-8.9	-6.7	8.4	-6.8	-85.0
O=C(Nc1ccccc1)c1nnc(C(=O)N2CCCC(C(=O)N3CCCCC3)C2)s1 (stereo not drawn)	7.0	3.1	7.7	0.4	-0.4	0.1	0.4	17.9
O=C(Nc1cc(F)ccc1F)c1ccn(COc2ccc(F)c(Cl)c2)n1	14.8	46.2*	18.8	4.4	6.2	23.1	10.9	69.8*
CCCOc1ccc(C(=O)Nc2ccc(OCC)c3ncccc23)cc1	0.0	11.7	-2.4	-3.6	-1.2	-14.1	-2.9	0.0
COc1nccnc1NC1CCN(C(=O)c2cccc(C)c2)CC1	-1.5	2.3	-3.1	-0.6	0.2	8.3	2.1	2.7
Cc1cc(C)n(CCCC(=O)N2CCC3(CC2)OCCc2cnc(C)nc23)n1	-8.7	-1.8	-5.5	-5.8	-1.2	-1.5	0.1	4.9
CS(=O)(=O)c1cccc(N2CCN(Cc3cccnc3)C2=O)c1	5.6	12.9	16.5	1.7	-1.0	14.0	3.8	14.5
N#C/C(=C\c1ccc(C(F)(F)F)cc1)c1c[nH]c2ccccc12	-4.9	32.3*	-0.1	3.1	-3.5	4.3	7.5	-24.7
O=C(N[C@@H]1[C@@H](c2ccccc2)[C@@H](CO)N2CCCC[C@H]12)C1CCC1	-129.2	-143.5	-144.2	-39.3	-5.0	-62.5	-46.7	i
CCOc1ccc(NC(=O)C(=O)CC(=O)c2ccc(OC)cc2)cc1	-5.3	-11.1	-14.5	2.5	3.0	-74.5	0.1	-64.1
Cc1ccc(C(=O)Nc2ccc(N3CCOCC3)nc2N2CCOCC2)cc1	7.7	18.7	6.9	1.5	2.8	-8.0	1.1	10.2
O=S(=O)(c1csc2ccccc12)N1CCOCC1	11.3	12.6	5.1	2.1	0.2	-1.4	1.6	11.1
Cc1cc(C)c(NC(=O)C2Cc3ccccc3CN2C(=O)c2ccco2)c(C)c1 (stereo not drawn)	-1.5	-0.7	-10.6	0.7	-4.7	-3.3	-21.8	-35.7
CC(=O)Nc1ccc(S(=O)(=O)N2CCN(c3ccc([N+](=O)[O-])c(N4CCN(C)CC4)c3)CC2)cc1	-15.9	-35.0	-22.0	-3.0	-1.2	-3.1	-4.8	-37.9
N#Cc1cccc(NC(=O)Cc2noc3ccccc23)c1	-3.7	1.8	3.8	-0.5	0.7	-6.5	0.5	-0.1
O=c1c(-c2nc(-c3ccccc3Cl)no2)cccn1Cc1cc(=O)n2ccccc2n1	-15.9	29.0	4.0	-3.6	-5.6	-2.2	-3.6	-126.7
CC(C)CCN1C[C@H]2CCN(Cc3ccccc3)CC[C@H]2S1(=O)=O	4.0	-9.9	-1.6	0.3	-4.9	-4.2	2.6	-8.1

Part of the list above in order of number of heavy atoms, smallest number first.
SMILES	OTUD3 inh	USP17 inh	USP28 block	UCHL1 inh	USP10 inh	USP8 block	USP7 block	USP30 block
O=S(=O)(c1csc2ccccc12)N1CCOCC1	11.3	12.6	5.1	2.1	0.2	-1.4	1.6	11.1
N#Cc1cccc(NC(=O)Cc2noc3ccccc23)c1	-3.7	1.8	3.8	-0.5	0.7	-6.5	0.5	-0.1
N#C/C(=C\c1ccc(C(F)(F)F)cc1)c1c[nH]c2ccccc12	-4.9	32.3*	-0.1	3.1	-3.5	4.3	7.5	-24.7
CCn1nnc2c(N3CCN(c4ccccc4Cl)CC3)ncnc21	5.3	2.3	4.5	2.0	-0.6	-0.1	2.8	4.7
CC(=O)N1CCn2c(c(C(=O)NCc3nccs3)c3cccnc32)C1	-14.5	-29.1	-19.4	-6.4	-8.1	-71.9	-7.7	-41.5
O=C(Nc1cc(F)ccc1F)c1ccn(COc2ccc(F)c(Cl)c2)n1	14.8	46.2*	18.8	4.4	6.2	23.1	10.9	69.8*
COc1cccc(CNC(=O)c2ccc(Cc3c(C)noc3C)o2)c1OC	8.0	-2.6	3.0	-3.0	0.9	-4.0	-3.5	8.8
Cc1ccc(C(=O)Nc2ccc(N3CCOCC3)nc2N2CCOCC2)cc1	7.7	18.7	6.9	1.5	2.8	-8.0	1.1	10.2
Cc1cc(C)c(NC(=O)C2Cc3ccccc3CN2C(=O)c2ccco2)c(C)c1 (stereo not drawn)	-1.5	-0.7	-10.6	0.7	-4.7	-3.3	-21.8	-35.7
O=C(Nc1ccccc1)c1nnc(C(=O)N2CCCC(C(=O)N3CCCCC3)C2)s1 (stereo not drawn)	7.0	3.1	7.7	0.4	-0.4	0.1	0.4	17.9
O=c1c(-c2nc(-c3ccccc3Cl)no2)cccn1Cc1cc(=O)n2ccccc2n1	-15.9	29.0	4.0	-3.6	-5.6	-2.2	-3.6	-126.7
CC(=O)Nc1ccc(S(=O)(=O)N2CCN(c3ccc([N+](=O)[O-])c(N4CCN(C)CC4)c3)CC2)cc1	-15.9	-35.0	-22.0	-3.0	-1.2	-3.1	-4.8	-37.9
COc1ccc(N2CCN(C(=O)CCc3c(C)c4c(C)nn(-c5ccccc5)c4n(C)c3=O)CC2)cc1	16.7	12.1	7.9	2.1	0.9	0.1	7.0	26.3

Further entries
SMILES	OTUD3 inh	USP17 inh	USP28 block	UCHL1 inh	USP10 inh	USP8 block	USP7 block	USP30 block
CC(C)NS(=O)(=O)c1ccc(OCC(=O)N2CCC(Cc3ccccc3)CC2)cc1	2.6	5.7	78.6*	3.0	5.1	6.9	3.5	32.3*
Cc1ccc2c(c1)[nH]c1c(N3CCN(C/C=C/c4ccccc4)CC3)ncnc12	-21.4	-14.6	-14.1	4.9	-3.1	-2.9	0.2	-46.4
O=C(C1CCCO1)N1CCC2(CC1)COc1ccccc1S(=O)(=O)N(CC1CC1)C2 (stereo not drawn)	-6.8	-20.7	-4.8	-2.1	0.9	-32.5	-3.6	-17.4
COC(=O)c1cc2sccc2n1CC(=O)N(C)c1ccc(F)cc1	10.6	10.5	3.0	2.3	-0.5	-10.1	2.7	19.1
CCOc1cc(C2Nc3ccccc3C(=O)N2c2ccc3c(c2)OCO3)ccc1O (stereo not drawn)	1.6	11.9	5.8	5.4	2.1	30.9*	-2.0	8.3
O=C(Nc1nccn(-c2cccc(F)c2)c1=O)c1ccccn1	13.9	49.0*	71.7*	-1.3	0.3	-190.4	0.4	90.8*
Cc1ccc2oc(SCc3noc(CCC(=O)Nc4ccccc4)n3)nc2c1	0.2	0.2	-2.6	-0.4	8.1	-7.9	0.3	1.3
COc1ccnc(N2C[C@@H]3OCC(=O)N(Cc4ccccn4)[C@@H]3C2)n1	7.5	-20.8	1.4	4.0	2.4	-204.6	1.3	21.2
O=C(NCC1CC1)C1CN(Cc2ccncc2)Cc2ccnn2C1 (stereo not drawn)	-0.1	-22.9	-6.8	-5.6	-2.5	-99.3	-1.3	-10.8
Cn1c2ccccc2c(=O)c2c(=O)n(C3CCCCC3)c(-c3ccc(Cl)cc3)nc21	9.6	10.1	1.4	1.6	0.1	28.2	6.6	16.3
O=C(NCc1ccco1)C1CCN(c2cncnc2N2CCCC2)CC1	-15.0	-13.9	-5.7	-6.1	-4.2	-13.8	-6.3	-39.6
CC(C)(C)Cc1nnc(-c2cnc3onc(C4CC4)c3c2)o1	-27.9	-13.8	-22.8	-6.6	-1.9	-10.4	-142.6	-115.5
Cc1cc(-c2nnc(C3CCC3)o2)c(C)n1CC(=O)NCc1cccc(F)c1	-1.9	-5.8	-13.6	2.0	-6.2	-9.9	-5.5	-8.6
CN(C)C(=O)c1cc2c(Cl)ccc3c2n1CCO3	15.7	9.8	17.5	1.9	0.0	12.4	-0.2	21.4
Cc1ccc(Nc2nc3c(S(=O)(=O)c4ccc(C(C)C)cc4)nnn3c3ccccc23)cc1	-0.2	21.0	2.1	-4.1	-0.3	4.0	3.3	5.7
Cc1noc(CCC(=O)N2CCOC3(CC=CCN(Cc4ccccc4)C3=O)C2)n1 (stereo not drawn)	-1.5	3.2	2.4	-1.2	0.5	0.9	0.0	-19.8
CCc1nc(=O)c2ccccc2n1C1=CCN(C(=O)c2scnc2C)CC1	-10.4	-7.5	-15.7	-8.0	-8.7	-9.6	-6.8	-25.1
COc1cc(C(C)=O)ccc1OCC(=O)N1c2ccccc2SCC1c1ccccc1 (stereo not drawn)	3.3	2.1	0.0	1.3	1.2	-0.1	0.4	13.4
NC(=O)c1cc(C(=O)Cc2ccc(Cl)cc2)c[nH]1	-5.4	1.6	4.0	-4.1	1.9	-1.3	-2.8	13.4
CCOc1ccccc1-c1noc(CCCC(=O)Nc2ccccc2)n1	-12.0	-10.4	-3.9	0.2	-1.6	-18.0	0.0	-12.3
O=C(CSc1ncnc2c1cnn2-c1ccc(F)cc1)Nc1ccc(F)cc1F	0.9	-5.4	-4.9	-2.7	-3.0	-3.8	-2.7	-6.8
CCN1CCN(c2ccc(-c3ccc(OC)c(S(=O)(=O)N4CCCC4)c3)nn2)CC1	6.1	9.2	0.6	-2.1	-0.4	-4.7	2.8	0.8
Cc1cnc(C(=O)OCC(=O)Nc2ccc(C)c(S(=O)(=O)N3CCCCCC3)c2)cn1	-2.9	-2.8	-8.7	1.8	-13.3	-4.2	1.1	-38.5
Cc1ncsc1CN1CCCC1c1nc(-c2ccccc2)n[nH]1 (stereo not drawn)	9.8	0.2	8.5	2.6	-0.1	-4.2	3.3	15.4
CN1[C@@H](CCC(=O)N2CCC(O)CC2)CNC(=O)[C@@H]2[C@H]1CCN2Cc1ccc(C(F)(F)F)cc1	2.3	-38.9	11.5	9.9	-0.4	31.6*	0.1	9.8
(listing goes on)
SMILES	OTUD3 inh	USP17 inh	USP28 block	UCHL1 inh	USP10 inh	USP8 block	USP7 block	USP30 block
CCC(C)(C)NC(=O)C(c1ccc2ncccc2c1)N(C(=O)Cn1nnc2ccccc21)c1cccc(OC)c1 (stereo not drawn)	-19.2	-25.9	-13.9	-0.5	-1.8	-9.1	-7.1	-20.1
CC(C)n1c(N2CCCN(C(=O)c3ccco3)CC2)cc(=O)n(C(C)C)c1=O	-7.2	-11.9	-10.5	-6.3	-5.6	-0.1	-2.4	-21.3
COc1cc(C2CCN(C(=O)Nc3cccc(F)c3)CC2)on1	2.4	2.1	3.0	1.5	0.1	-1.4	4.5	4.2
Cc1ccc(CCNC(=O)CN2CCN(Cc3ccccc3C)C2=O)cc1	-0.9	0.4	0.0	-4.6	-1.4	-12.9	-3.5	8.4
Cc1noc(C2CN(C(=O)NCc3ccc(Cl)cc3)C2)n1	6.3	0.1	2.4	2.1	-1.7	-7.8	-4.4	14.6
Cc1c(CNCc2ccccc2F)c(C(=O)O)c(C)n1-c1ccccc1	0.3	-2.5	3.3	2.6	-2.7	12.3	1.5	-9.5
